Hsp70 displacement – Hsp70 inhibitors, probe displacement, primary screen, biochemical, fluorescence polarization (AID 583) | displacement, % at 20 µM; hits with a dose series show IC50 in µM | Hsp70 fluorescence polarization probe displacement, mP; higher % means a stronger effect | hit rate 0.06% among 140,000; in the data active = displacement above about 50%;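 note: plate controls were vehicle for no effect and reference ligand for full effect; a part of the inactive calls stands beside numbers as strong as those of hits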
MKP-3 inhibition – inhibition of rat DUSP6 enzyme activity – biochemical, in vitro, primary screen (AID 425). hit rate 0.17% among 110,000. inhibition, % at 20 µM, or IC50 in µM where a hit was titrated. recombinant MKP-3 phosphatase activity, fluorescence; higher % means a stronger effect; in the data active = inhibition above about 50%;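 note: plate controls were vehicle for no effect and reference inhibitor for full effect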
* marks the source's active call; other numbers are inactive results; / = not tested or not shown; & = joins results of further samples. Not all compounds are listed; rates above refer to the full screens.

SMILES	Hsp70 displacement	MKP-3 inhibition
O=C(Nc1cccnc1)c1sc2cc(F)ccc2c1Cl	-1.9%	0%
CCOC(=O)c1ccccc1NC(=O)c1ccccc1SC	-1.1%	0%
Cn1c(=O)c2cc(S(=O)(=O)N3CCN(c4cccc(C(F)(F)F)c4)CC3)ccc2n(C)c1=O	/	0%
COc1ccccc1NC(=O)N(c1c(N)n(Cc2ccccc2)c(=O)[nH]c1=O)C1CCCC1	4.1%	-3%
COc1ncnc(OC)c1NC(=O)c1ccc(F)cc1	-3.1%	-13%
C=CCN1C(=O)C(Cc2ccc(OCC)cc2)S/C1=N\N=C\c1cccs1 (configuration not stated)	11%	/
Cc1cc(N2CCOCC2)c2c(N)ccc(C)c2n1	-2.7%	5%
CC1CCCN(c2nc3ccsc3c(=O)s2)C1 (configuration not stated)	-0.8%	-4%
CC1CCCN(C(=O)COC(=O)c2n[nH]c3ccccc23)C1 (configuration not stated)	3.4%	-5%
Cc1csc(NC(=O)c2nc3nccc(C)n3n2)n1	-1.6%	-2%
CN1CCN(c2nc(N3CCN(CCO)CC3)nc3ccccc23)CC1	0.7%	6%
Clc1ccc(-c2csc(N3CCN(c4ccccc4)CC3)n2)cc1	8.1%	/
COc1ccc(CNC(=O)CN(Cc2ccccc2)S(=O)(=O)c2ccccc2)cc1	6.7%	0%
Cc1ccc2[nH]c(=O)c(CN(CC3CCCO3)S(=O)(=O)c3c(C)ccc4nsnc34)cc2c1 (configuration not stated)	-0.6%	-5%
COc1ccc(-c2cn3c(C)c(C(=O)Nc4ccncc4)sc3n2)cc1	-7.5%	-7%
COC(=O)c1ccc(N=c2sc(C(=O)OC)cc(=O)n2C)cc1	0.4%	-4%
O=S(=O)(NCCOc1cccc2cccnc12)c1ccc(F)cc1	-2.8%	-3%
CC1C(=O)CCC1(C(=O)O)c1ccccc1 (configuration not stated)	-0.6%	7%
CCCCSc1nnc(CCC)n1N	2.7%	-3%
O=C(NC12CCC3CC(CC(C3)C1)C2)c1ccc(Br)cc1	-5.1%	4%
Cc1cccc(C)c1NC(=O)CSc1nnc(-c2ccncc2)n1Cc1ccco1	-1.2%	-12%
COc1ccc(Cl)cc1NC(=O)c1cc2nc(-c3ccccc3)cc(C)n2n1	-24%	64%*
Nc1nc(-c2cccc([N+](=O)[O-])c2)cs1	-0.9%	1%
Cc1cc(NC(=O)c2cc(CC(C)C)on2)no1	6.7%	-9%
C/C(N)=C(/C#N)C(=O)COC(=O)C1Cc2ccccc2CN1S(C)(=O)=O (configuration not stated)	3.6%	-4%

Next part
SMILES	Hsp70 displacement	MKP-3 inhibition
CCCS(=O)(=O)N1CCC(C(=O)N2CCN(Cc3ccccc3)CC2)CC1	-3.6%	-6%
COc1ccc(N2C(=O)C3C4C=CC(C4=C4CCCC4)C3C2=O)cc1 (configuration not stated)	5.1%	1%
CC(C)(C)c1ccc(C(=O)Oc2ccc3c(c2)OCC3=O)cc1	2.9%	/
Clc1ccccc1OCc1nn2c(-c3ccncc3)nnc2s1	4.0%	-1%
Cc1ccc(C(=O)/C(=C/c2ccc(-c3cccc([N+](=O)[O-])c3)o2)c2nc3ccccc3o2)cc1	-3.2%	3%
CCOCCCNS(=O)(=O)c1ccc2c(c1)CCN2C(C)=O	/	-11%
CCc1ccccc1N(CC(=O)Nc1ccccc1Br)S(C)(=O)=O	-5.1%	-3%
Nc1nonc1-c1nc2ccccc2n1CC(=O)O	0.7%	/
COCCCNCCCCOc1c(C)cc(C)cc1C	-2.0%	4%
COc1ccc(N2C(=O)NC(=O)/C(=C/c3cccn3-c3cccc([N+](=O)[O-])c3)C2=O)cc1	-1.8%	7%
CSc1nc(-c2ccccc2)nn1S(=O)(=O)c1ccc(Cl)cc1	3.7%	/
COc1cc(C(=O)Nc2cccc(-c3nc4cc(C)ccc4o3)c2C)cc(OC)c1OC	-2.7%	-2%
CCCc1cc2c(-c3ccccc3)cc(=O)oc2cc1OCC(=O)O	-0.6%	2%
CC(=O)NC(n1c(SCc2ccccc2)nc2ccccc21)C(Cl)(Cl)Cl (configuration not stated)	1.5%	5%
COc1cc2c(cc1NS(=O)(=O)c1ccccc1)oc1ccccc12	4.5%	0%
Cn1c2ccccc2c2c(C(=O)N3CCN(c4ccccc4)CC3)cn(C3CCCC3)c(=O)c21	/	0%
Cc1ccc(NC(=O)N2CCCC2C(=O)Nc2ccc(-n3cnnn3)c(C)c2)cc1 (configuration not stated)	2.1%	/
O=C(Nc1cccc(F)c1)C1CC(=O)N(c2ccc(Br)cc2)C1 (configuration not stated)	-0.7%&-2.1%	-4%&2%
COc1ccc(CCNC(=O)C2CC2c2ccccc2)cc1OC (configuration not stated)	8.1%	0%
CN1CCN(CCCC(=O)c2ccc(F)cc2)CC1	5.5%&-5.1%	-5%&-1%
CCOc1ccccc1CNC(=O)C1CCN(c2nc3ccccc3o2)CC1	-3.9%	-1%
CCO/C=C/C(O)(CNC(=O)COc1ccccc1F)C(F)(F)F (configuration not stated)	1.4%	-10%
O=C(c1n[nH]c(=O)c2ccccc12)N1CCN(c2ccccc2)CC1	-2.4%	-14%
CCOc1ccc(C(=O)OCCN(C)C)cc1	1.9%	/
CSc1nnc2c(n1)OC(c1cccc(C)n1)Nc1ccccc1-2 (configuration not stated)	6.5%	0%

Continuation:
SMILES | Hsp70 displacement | MKP-3 inhibition
CS(=O)(=O)N(Cc1ccc(Cl)cc1)c1ccc(C(=O)N2CCCC2)cc1 | 0.3% | 2%
O=C(NCc1ccccc1)N[C@@H](Cc1c[nH]c2ccccc12)C(=O)O | 0.7% | -1%
O=C(O)c1cc(C(=O)O)cc(N2C(=O)c3cccc4c([N+](=O)[O-])ccc(c34)C2=O)c1 | 36% | -3%
CCOc1ccc(N(CC(=O)Nc2ccc(Cl)cc2)S(C)(=O)=O)cc1 | -1.0% | 2%
O=C(CSc1nnc(-c2cccs2)n1-c1ccccc1)NCc1ccco1 | 3.8% | -3%
CCC(=O)c1ccccc1OCCCN1C(=O)NC(C)(C)C1=O | -1.9% | -4%
Cc1ccccc1CN1CCN(CC(=O)NCc2ccco2)C1=O | 3.5% | 1%
Cc1ccc(N2C(=O)/C(=C/c3cc(C)n(C)c3C)C(=O)NC2=S)cc1 | -2.4% | -1%
COc1ccc(C(=O)N2CCN(Cc3cc(OC)c(OC)c(OC)c3)CC2)cc1OC | -2.3% | 2%
O=C1NC(=S)N(c2ccccc2)C(=O)/C1=C/c1cccs1 | -5.1% | 2%
CCCCOC(=O)c1ccc(NC(=O)C(CCS(C)(=O)=O)NC(C)=O)cc1 (configuration not stated) | -1.6% | 6%
O=C(Nc1nccs1)C12CC3CC(C1)CC(C(=O)Nc1nccs1)(C3)C2 | 5.6% | -12%

Next section
SMILES | Hsp70 displacement | MKP-3 inhibition
Cc1ccc(/C=C/C(=O)NC(=S)Nc2ccc(S(N)(=O)=O)cc2)cc1 | 3.6% | -1%
CN1CCN(CCC(=O)N2c3ccccc3Sc3ccc(Cl)cc32)CC1 | -1.2% | 16%
Cc1no[n+]([O-])c1COc1cccc(/C=C2\N=C(c3ccccc3)OC2=O)c1 | -4.1% | 6%
CC(C)n1c(=S)[nH]c2ccccc2c1=O | 3.8% | /
Cc1csc(NC(=O)c2cccc(Cn3nc(C)c(Br)c3C)c2)n1 | -3.6% | 4%
Cc1ccc(C(=O)N2CCN(C3CCCCC3)CC2)s1 | -7.5% | 2%
CN1C(=O)c2ccccc2C(C(=O)O)C1c1cccc(Cl)c1 (configuration not stated) | -3.6% | /
Cn1c(=O)c2c(nc(CN3CCN(c4ccccc4)CC3)n2CCN2CCOCC2)n(C)c1=O | 4.0% | 1%
COC(=O)CSc1nnc(CNC(=O)c2cccc(C)c2)n1-c1ccccc1OC | -3.1% | -9%
CC(=O)C1=C(C)NC(=O)NC1c1ccccc1OCc1ccccc1 (configuration not stated) | 4.9% | 0%
Cc1cc(=O)[nH]c(SCc2ccccc2)n1 | 2.2% | 6%
CCOCCOC(=O)C1=C(C)N(C)C(=O)NC1c1cc(Cl)c(O)c(OCC)c1 (configuration not stated) | 2.8% | -5%

Later entries:
SMILES | Hsp70 displacement | MKP-3 inhibition
Cn1nnnc1SCC(=O)Nc1ccc(Oc2ccccc2)cc1 | -4.6% | 0%
CC(C)CNc1ncnc2ccc(Br)cc12 | 0.5% | 3%
CNC(=O)CCn1nc(-c2ccccc2)c2ccccc2c1=O | 2.7% | 0%
O=c1cc(Nc2ccc(Br)cc2)c2ccccc2n1-c1ccccc1 | -0.5% | 4%
Cc1cc2c(c(SCC(=O)NCCc3ccccc3)n1)C(=O)OC2 | -3.2% | /
O=C(CCCN1C(=O)c2cccnc2C1=O)N1CC(=O)N(CCc2ccccc2)C(=O)C1 | -5.6% | 1%
COCCNC(=O)c1nn2c(C(F)(F)F)cc(-c3ccc(OC)cc3)nc2c1Cl | -1.8% | 2%
O=C(CSc1nnc(COc2cccc3cccnc23)o1)N1CCc2ccccc21 | 5.5% | -4%
O=C(Nc1ccc2c(c1)OCCO2)c1cccc([N+](=O)[O-])c1 | 2.0% | -2%
O=C(NCCOc1ccc(Cl)cc1)C(O)(c1ccc(Cl)cc1)c1ccc(Cl)cc1 | 0.7% | 6%
O=C(Nc1cccc(O)c1)/C(=C\c1cccs1)NC(=O)c1ccccc1 | -3.2% | 1%
CC(=O)Nc1ccc(C(=O)c2ccccc2)cc1 | 3.7% | -2%

Next records follow:
SMILES | Hsp70 displacement | MKP-3 inhibition
COc1ccccc1C(=O)OCCN1CCOCC1 | 2.3% | /
CC(C)c1ccc(N=Cc2ccc(OC3CSC3)cc2)cc1 | 5.1% | 2%
COc1ccc(/C=N/NS(C)(=O)=O)cc1 | 2.8% | 0%
O=C(NCCCN1CCN(CCCNC(=O)c2ccc3c(c2)OCO3)CC1)c1ccc2c(c1)OCO2 | 1.8% | 2%
O/N=C(\c1ccc2c(c1)OCCO2)C1CCCCC1 | -0.1% | 3%
C=CCn1c(=O)c(C(=O)Nc2ccccc2Cl)c(O)c2ccccc21 | -1.1% | -1%
Cc1nn(Cc2ccc(C(=O)Nc3nccs3)cc2)c(C)c1Cl | 2.0% | -3%
CCCCc1c(C)nc(N)[nH]c1=O | -0.6% | 10%
COc1cccc2cc(C(=O)N3CCCCC3C)c(=O)oc12 (configuration not stated) | 0.3% | /
CC(C)n1c(SCC(=O)NCc2ccco2)nc2c1c(=O)n(C)c(=O)n2C | 1.9% | -4%
COc1ccc(-n2ncc3c(N4CCCCC4)ncnc32)cc1 | / | -5%
COC(=O)NCC(c1cccnc1)N1CCN(c2ccccc2OC)CC1 (configuration not stated) | -0.2% | -1%

Other results
SMILES | Hsp70 displacement | MKP-3 inhibition
O=C(CSC1=Nc2ccccc2C2=NC(Cc3c[nH]c4ccccc34)C(=O)N12)NC1CCCCC1 (configuration not stated) | 1.7% | /
COCCNC(=O)CCCn1c(=O)c2ccccc2n(CC(=O)NCCC2=CCCCC2)c1=O | 7.4% | 8%
O=C(c1ccco1)N(Cc1nc2ccccc2c(=O)[nH]1)C1CCCC1 | 0.7% | -17%
O=c1c2ccccc2nc2n1CCC2 | 3.0% | 7%
COc1ccc(N2C(=O)/C(=C\c3cccnc3)SC2=S)cc1 | 2.0% | 0%
Cc1ccc(-c2nnc(-c3cccc(Br)c3)o2)cc1 | -3.1% | -2%
CC/S(CC1CC1(Cl)Cl)=N\S(=O)(=O)c1ccc(C)cc1 (configuration not stated) | -1.3% | /
Cn1c(=O)[nH]c(=O)c2c1ncn2CCN1CCOCC1 | 0.3% | -6%
N#C/C(=C\N1CCOCC1)c1ccccc1 | 3.7%&1.1% | 1%
CCCn1c(SCC(=O)Nc2sc(C)c(C)c2C(=O)OC)nc2c1c(=O)n(C)c(=O)n2C | -4.4% | 4%
CC(=O)c1cccc(NC(=O)CC2SC(N3CCCCC3)=NC2=O)c1 (configuration not stated) | -1.0% | -7%
CC(C)NNC(=O)c1nc(-c2ccccc2)cc(-c2ccccc2)n1 | -8.2% | 3%

Continued:
SMILES | Hsp70 displacement | MKP-3 inhibition
O=c1nc(/C=C/c2ccc(N3CCOCC3)cc2)cc(C(F)(F)F)[nH]1 | -87% | 0%
O=C(CCS(=O)(=O)Cc1ccccc1)N1CCN(Cc2ccccc2)CC1 | 0.5% | 2%
COc1ccc(NC(=O)c2cccnc2Nc2ccccc2)cc1 | 1.0% | /
Cc1cnc(NC(=O)CCCSc2nc3ccccc3s2)s1 | -11% | -8%
CCOC(=O)C1CCN(C(=O)c2oc3ccc(S(=O)(=O)N4CC(C)CC(C)C4)cc3c2C)CC1 (configuration not stated) | / | -3%
O=C1CCCc2nn(-c3ccccc3)nc21 | -0.8%&6.6% | 0%
O=C1CCCN1CCCNc1ncnc2c1[nH]c1ccccc12 | 3.1% | -5%
Nc1ccc2c(c1)ncn2CCCn1cnc2cc(N)ccc21 | -1.2% | 7%
CCOC(=O)CSc1nc2ccccc2c(=O)[nH]1 | 4.2% | -3%
COC(=O)C1=CN(Cc2cccs2)C=C(C(=O)OC)C1c1cccs1 | -1.1% | 2%
